# GAA inh = inhibitors of human lysosomal alpha-glucosidase; purified human GAA, 4-MU-alpha-glucoside fluorescence; 200,000 compounds, 0.005% hits; P10253; AID 1466; Potency, µM (doses to about 76.9 µM), inactives show at the highest dose activity change, negative = inhibition, usual class: inhibitors;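 also: plate controls were uninhibited enzyme wells for no effect and no-enzyme background for full effect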
#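 Compounds are titrated up to 77 uM against 4 nM human enzyme. Substrate 4-methylumbelliferyl-alpha-D-pyranoside (400 uM) reacts 20 min at room temperature in pH 5.0 buffer; liberated 4-methylumbelliferone is read at 440 nm.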
# RGS12 GoLoco inh = RGS12 GoLoco-Gai1 interaction inhibition; Gai1:RGS12 GoLoco peptide FP, rhodamine, 10 min; Potency, µM (series often up to 61.6 µM), for inactives: top-dose activity, negative = inhibition, actives largely listed as inhibitors; AID 880; 230,000 compounds, 0.44% hits; active = well fitted inhibition curve with a large enough effect, not every such curve was filed as active; inactive = no such curve, though single readings can be large or run the other way; also: % is scaled to controls: 0 for no effect and ±100 for the full control effect; nearly all actives have a fitted effect of over 30% in size; many of its hits are not listed in these tables
# Target sequence (P63096 whole entry, looked up): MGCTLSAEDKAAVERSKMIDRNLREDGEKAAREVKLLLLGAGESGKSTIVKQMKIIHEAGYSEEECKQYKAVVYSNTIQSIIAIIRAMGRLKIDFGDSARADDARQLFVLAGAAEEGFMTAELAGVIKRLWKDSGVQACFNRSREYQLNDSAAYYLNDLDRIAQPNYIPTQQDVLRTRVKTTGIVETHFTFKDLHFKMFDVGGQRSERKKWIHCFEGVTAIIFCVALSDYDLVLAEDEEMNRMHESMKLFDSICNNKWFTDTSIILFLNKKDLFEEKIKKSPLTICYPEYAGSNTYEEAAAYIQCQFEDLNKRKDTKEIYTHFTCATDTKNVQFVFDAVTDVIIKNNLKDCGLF
# SMN2 splice up = increases expression of the SMN2 splice variant. HEK293 SMN2-luciferase splicing reporter, luminescence, 30-36 h. Potency, µM (top dose mostly 46.1 µM), for the others: at the top dose activity change, positive = activation, actives largely listed as activators. 210,000 compounds, 2.8% hits; also: % of control where 0% means no effect; nearly all actives have a fitted effect of over 55% in size
#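 qHTS luciferase splicing reporter: luminescence rises when SMN2 exon 7 is included in transfected HEK293 cells. Compound exposure lasted 30-36 h at 37C, with 4.5 mM final sodium butyrate as control, followed by a ONE-Glo read.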
# aGlu spleen mod = inhibitors or activators of human alpha-glucosidase in spleen homogenate | P10253 | human spleen homogenate, 4-MU-alpha-glucoside fluorescence | Potency, µM (titrated, usually from 79.9 µM), for the others: at the top dose activity change, negative = inhibition, usual class: inhibitors | 240,000 compounds, 0.006% hits | AID 2112;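 also: 0% = enzyme with vehicle and -100% = no enzyme basal signal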
#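 Enzyme source: human spleen homogenate, 1 ug/well. Buffer 50 mM citric acid/K phosphate pH 5.0, 0.01% Tween-20. 4-MU-alpha-glucoside 1 mM; 37 C x 40 min; NaOH/glycine stop; fluorescence.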
# ALDH1A1 block = blocks purified human ALDH1A1 activity. P00352. Purified ALDH1A1, NADH fluorescence, propionaldehyde substrate. Potency, µM (series often up to 75.3 µM), for inactives: at the highest dose activity, negative = inhibition, usual class: inhibitors. 220,000 compounds, 7.3% hits; active = well fitted inhibition curve with a large enough effect, not every such curve was filed as active; inconclusive = small, poorly fitted or top-dose-only effect, or another doubt; inactive = no such curve, though single readings can be large or run the other way;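 also: plate controls were no enzyme wells and a reference inhibitor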
# GAA glycogen mod = inhibitors or activators of human alpha-glucosidase glycogen cleavage; recombinant GAA, glycogen substrate, Amplex Red glucose oxidase fluorescence; Potency, µM (doses to about 76.4 µM), for the others: top-dose activity change, negative = inhibition, actives largely listed as inhibitors; 300,000 compounds, 0.38% hits;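 also: 0% = full enzyme reaction and -100% = no-enzyme basal signal; the screen sought inhibitors and activators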
#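 Recombinant enzyme (4 nM final) with compounds titrated up to 77 uM and bovine liver glycogen (30 ug) in citrate pH 5.0, 0.01% Tween-20, 37 C 40 min. Released glucose detected by Amplex Red/glucose oxidase (Ex 573/Em 610); AC50 from Hill fits.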
# GLA spleen mod = inhibitors or activators of human alpha-galactosidase in spleen homogenate | human spleen homogenate, 4MU-alpha-Gal fluorescence, 40 min | Potency, µM (highest dose often 80 µM), for inactives: top-dose activity change, negative = inhibition, actives largely listed as inhibitors | 240,000 compounds, 0.008% hits | AID 2107;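 also: 0% = enzyme with vehicle and -100% = no enzyme basal signal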
# Target sequence (P06280 32-429 limits assumed): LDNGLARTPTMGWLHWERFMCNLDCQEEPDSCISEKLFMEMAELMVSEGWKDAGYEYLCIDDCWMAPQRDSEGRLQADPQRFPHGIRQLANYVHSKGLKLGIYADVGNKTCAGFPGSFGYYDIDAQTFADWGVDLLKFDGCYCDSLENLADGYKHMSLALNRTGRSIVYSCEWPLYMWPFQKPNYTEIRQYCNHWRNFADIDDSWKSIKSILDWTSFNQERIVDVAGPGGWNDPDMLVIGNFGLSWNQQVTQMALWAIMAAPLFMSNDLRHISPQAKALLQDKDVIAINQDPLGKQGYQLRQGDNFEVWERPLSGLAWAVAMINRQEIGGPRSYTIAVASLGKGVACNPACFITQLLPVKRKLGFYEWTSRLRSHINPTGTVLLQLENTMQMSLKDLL
#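 qHTS titration in buffer at pH 5.0. Alpha-galactosidase activity in spleen homogenate was measured via 4-methylumbelliferone release from 1 mM fluorogenic substrate after 40 min at 37C and a pH 10 stop. AC50 came from Hill fits of control-normalized data.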
# JMJD2E inh = JMJD2E (human) inhibition. AID 2147. 230,000 compounds, 1.6% hits. B2RXH2. JMJD2E catalytic domain, FDH-coupled NADH fluorescence (FDH is formaldehyde dehydrogenase). Potency, µM (doses to about 57.1 µM), without a hit: top-dose activity change, negative = inhibition, hits mostly inhibitors; active = well fitted inhibition curve with a large enough effect, not every such curve was filed as active; inconclusive = small, poorly fitted or top-dose-only effect, or another doubt; inactive = no such curve, though single readings can be large or run the other way;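 also: 0% = wells with enzyme and -100% = buffer wells without enzyme; nearly all actives have a fitted effect of over 50% in size; many of its hits are not listed in these tables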
# Target sequence (B2RXH2 1-337 limits assumed): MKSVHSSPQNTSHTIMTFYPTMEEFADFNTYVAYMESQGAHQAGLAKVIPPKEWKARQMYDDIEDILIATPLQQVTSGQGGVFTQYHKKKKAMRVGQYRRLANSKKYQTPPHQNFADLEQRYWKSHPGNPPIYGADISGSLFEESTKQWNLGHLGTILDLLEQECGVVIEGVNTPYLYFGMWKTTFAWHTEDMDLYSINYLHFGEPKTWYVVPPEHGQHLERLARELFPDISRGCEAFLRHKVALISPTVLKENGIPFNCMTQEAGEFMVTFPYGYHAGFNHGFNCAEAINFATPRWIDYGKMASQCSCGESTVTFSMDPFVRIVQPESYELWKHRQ
# Numbers without * were called inactive; ? = inconclusive; nt = no result given; & = joins results of further samples; [ ] = dose if it differs, or a comment. Unless noted, calls follow the shape of the dose curve; as a rule, active = well fitted curve in the direction sought with a large enough effect; inconclusive = small, poorly fitted or top-dose-only effect, or another doubt; inactive = no such curve, though single readings can be large; an effect the other way counts as inactive or inconclusive. Potency is read from the fitted curve at half-maximal effect. These rows are one share of the data; count on the stated rates, not on these rows.
SMILES,GAA inh,RGS12 GoLoco inh,SMN2 splice up,aGlu spleen mod,ALDH1A1 block,GAA glycogen mod,GLA spleen mod,JMJD2E inh
CC(C)(C)n1cn[nH]c1=S,nt,-5.8%,nt,12.1%,nt,1.2%,9.7%,4.9%
CCCOc1nnnn1-c1ccccc1,-8.4%,0.1%,13.6%,1.5%,?,8.1%,6.8%,-2.9%
O=C(O)c1ccc2c(c1)S(=O)(=O)N=C1CCCCCN12,2.9%,9.4%,15.0%,0.5%,9.9%,3.0%,0.8%,-1.0%
Cn1c(-c2ccc(CN3CCCCC3)o2)nc2ccccc21,-2.9%,2.3%,12.6µM*,2.7%,?,1.0%,-12.7%,?
COc1ccc2nc(N3C(=O)CC(C(C)c4ccccc4)C3=O)sc2c1 (configuration not stated),2.1%,nt,nt,0.1%,-14.7%,-7.4%,1.1%,-3.9%
COc1ccc(-c2csc(NC(=S)NC(=O)c3ccccc3)n2)cc1Br,nt,-7.0%,nt,4.7%,nt,5.1%,0.3%,-4.4%
COCc1nnc(NC(=O)CC(c2ccccc2)c2ccccc2)s1,-1.4%,-0.5%,14.1%,-2.9%,-2.3%,1.6%,3.5%,5.9%
COC(=O)c1c(NC(=O)c2ccccc2[N+](=O)[O-])sc2c1CC(C)(C)NC2(C)C,-3.0%,14.8%,15.9%,-5.0%,-0.8%,-2.1%,-13.8%,5.3%
CC(C)Cc1nnc(NC(=O)Cc2ccc([N+](=O)[O-])cc2)s1,8.0%,-14.6%,-11.6%,-0.9%,?,-2.5%,5.2%,4.6%
COc1ccccc1C(=O)NNC(=O)c1ccc(NC(=O)c2ccccc2)cc1,8.3%,6.8%,0.7%,5.3%,-6.2%,-2.2%,10.0%,?
COC(=O)c1cc(=O)n(-c2ccc(F)cc2)c(=Nc2ccc(F)cc2)s1,2.7%,-2.9%,-10.4%,2.5%,7.5%,-3.0%,-2.7%,-4.4%
NC(=O)c1cc(C(=O)c2ccc(Cl)cc2Cl)c[nH]1,-2.1%,15.2%,-13.3%,4.1%,-8.6%,-3.0%,5.2%,4.7%
CCOC(=O)C1=C(c2ccccc2)Nc2ncnn2C1c1ccc(OC)c(OC)c1OC (configuration not stated),-9.7%,11.1%,3.7%,-5.8%,16.8%,-11.6%,7.7%,0.0%
CCn1c2ccccc2c2nnc(SCC(=O)N(C)C3CCS(=O)(=O)C3)nc21 (configuration not stated),-1.6%,-4.0%,1.8%,-6.8%,?,3.3%,-1.5%,5.1%
CCC(=O)c1ccc(OCC(=O)OCC(=O)Nc2sccc2C(N)=O)cc1,2.8%,5.7%,-0.5%,-3.2%,5.2%,-9.3%,2.4%,-1.9%
Cn1c(=NC(=O)CSCC(=O)N2CCCCC2)sc2ccccc21,5.6%,5.0%,4.6%,4.1%,?,0.8%,5.9%,-3.9%
COc1cc(/C=N/NC(N)=O)ccc1OC(=O)c1ccco1,?,-25.5%,-1.0%,nt,5.9%,-0.1%,-1.9%,2.6%
COc1ccc(C(=O)Nc2nc(N3C(=O)c4ccccc4C3=O)n(-c3ccccc3)n2)cc1,-4.9%,16.2%,-0.7%,-5.7%,5.8%,-1.3%,-4.6%,-7.1%
OCCCCCN=c1cc(-c2ccccc2)oc2ccc(Cl)cc12,-6.1%,8.9%,-45.9%[inhibitor],-8.3%,-0.7%,0.5%,0.9%,-5.4%
COc1cc(/C=N/n2cnnc2)ccc1OCCOc1ccccc1,5.1%,1.6%,-14.5%,-5.1%,3.6%,-3.2%,-13.8%,-8.5%
COc1cc(O)c(C(CCN2CCOCC2)c2ccc(N(C)C)cc2)c(OC)c1 (configuration not stated),nt,-1.0%,nt,-10.2%&0.7%,nt,17.4%,7.2%&-3.8%,-9.9%
Cc1ccc(S(=O)(=O)N2CCCOC2CNC(=O)C(=O)NC2CCCCC2)cc1 (configuration not stated),?,11.3%,-9.0%,2.8%,?,33.3%,0.0%,5.7%
CCCC(CCC)c1nc2ccncc2[nH]1,-11.4%,8.7%,-33.2%[inhibitor],-9.9%,-13.8%,3.7%,-4.1%,?
CCC(C)[C@H](NC(=O)NC(C)C)C(=O)O (some centres not stated),3.8%,-5.5%,-0.6%,4.7%,17.1%,-4.6%,8.2%,-7.1%
CCOC(=O)N1CCc2c(sc(NC(=O)CN(CC)CC)c2C#N)C1,nt,5.8%,nt,4.4%,nt,-0.6%,4.5%,-1.8%
Cc1nc2c(sc3nc4c(cc32)COC(C)(C)C4)c(=O)n1CC(=O)NCc1ccco1,?,-1.1%,12.6µM*,-5.7%,?,3.2%,-4.1%,?
COc1ccc(C(=O)N2CCN(C3CCCCC3)CC2)c(OC)c1,0.2%,3.0%,-6.9%,2.1%,3.9%,-6.1%,4.7%,3.6%
Fc1cccc(COc2ccccc2CNc2ccccc2)c1,-16.9%,4.0%,-21.2%,4.2%,-5.4%,14.0%,3.6%,4.4%
Cc1ccc(S(=O)(=O)C2CS(=O)(=O)CC2O)cc1 (configuration not stated),-7.8%,17.6%,7.7%,4.0%,3.0%,4.6%,-8.9%,-1.3%
Cc1ccc2nc(NC(=O)C3CCN(S(=O)(=O)c4cccs4)CC3)sc2c1,-4.7%,8.7%,-41.8%[inhibitor],1.3%,-10.3%,-2.8%,5.3%,-15.1%
Cn1nnnc1NCc1cccc(Cl)c1,10.7%,5.5%,-0.1%,-20.6%,10.9%,25.0%,-4.5%,12.7%
CC(=O)c1cc(C#N)c(SCc2ccccc2C#N)nc1C,5.4%,1.7%,12.8%,-4.7%,?,2.4%,-9.2%,-1.5%
Cc1cc(Br)c(NC(=O)COn2nnc3ccc(S(C)(=O)=O)cc32)c(Br)c1,-12.4%,12.6%,-17.4%,-7.5%,8.6%,2.9%,-7.6%,-11.6%
Cc1cc(Br)c(NC(=O)CCl)c(Br)c1,-3.5%,2.6%,-25.7%,-9.2%,-15.6%,11.2%,1.0%,-0.2%
Cn1nc(C(=O)NC2CCCCCC2)ccc1=O,0.6%,3.6%,-4.3%,-7.2%,?,8.0%,-7.7%,5.2%
Cc1ccc(NC(=O)CC2S/C(=N/N=C/c3ccco3)NC2=O)cc1Cl (configuration not stated),-10.5%,9.0%,-10.3%,-13.9%,-1.1%,5.6%,-2.5%,-0.3%
CCOc1ccc(N(C(C)C(=O)NC(C)CC)S(C)(=O)=O)cc1 (configuration not stated),-6.1%,-8.1%,4.6%,0.9%,?,1.2%,-2.4%,7.7%
O=C(O)c1ccc(NCc2cccc(Br)c2)cc1,-3.1%,5.6%,15.2%,-0.4%,0.7%,9.3%,-0.8%,-4.4%
O=C1NC2(CCCCCC2)Cc2ccccc21,3.5%,-0.6%,-1.0%,-6.6%,-8.5%,2.7%,-21.6%,-3.3%
COc1ccc(/C=N/NC(=O)c2[nH]ncc2Br)c(OC)c1,-9.4%,3.6%,25.1%,-9.8%,18.2%,-2.9%,-8.1%,-4.5%
Cc1ccccc1-c1nc(CS(=O)CC(=O)NCc2ccccc2)c(C)o1 (configuration not stated),-4.1%,-11.2%,0.6%,-0.8%,-9.7%,11.8%,-2.9%,4.7%
CC1=C(CC(=O)c2ccc(Cl)cc2)C(=O)c2ccccc2C1=O,?,43.2%[activator],-77.9%,-4.8%,2.51µM*,-17.6%,9.2%,?
OCCC1CN(C/C(Cl)=C/c2ccccc2)CCN1C1CCCC1 (configuration not stated),-8.2%,-2.0%,nt,3.5%,0.4%,12.4%,1.1%,6.2%
O=c1cc(N2CCNCC2)oc2c(-c3ccccc3)cccc12,nt,11.0%,nt,4.8%,-10.1%,nt,2.5%,nt
COc1ccc(NC(=O)CC2C(=O)N(c3ccccc3)C(=O)N2CCc2cccs2)cc1 (configuration not stated),?,6.7%,7.7%,-19.7%,?,-3.4%,5.4%,4.2%
S=C(Nc1ccc2c(c1)OCO2)Nc1ccccc1Cl,6.5%,14.4%,nt,-2.2%,?,-23.4%,3.3%,-0.3%
O=C1C(Cl)=C(Nc2ccccc2O)C(=O)N1CCc1ccccc1,6.4%,19.7%,-24.7%,-15.1%,3.98µM*,-28.8%,-3.1%,-2.2%
CN(C)CCOC(=O)C12CC3CC(CC(C3)C1)C2,-4.0%,6.8%,6.5%,-8.2%,5.3%,1.1%,9.3%,1.3%
O=C(CSc1nnc(NC2CCCCC2)s1)NC1CCS(=O)(=O)C1 (configuration not stated),-3.7%,-13.5%,-24.4%,-1.5%,-13.6%,9.1%,-2.8%,-3.7%
CCCC(O)C(CC)CO (configuration not stated),nt,4.0%,8.9%,10.1%,0.3%,nt,9.5%,nt
CC(=O)N1Cc2ccccc2C(C)CC12CCCC2 (configuration not stated),-3.2%,-0.2%,-46.3%[inhibitor],0.6%,0.6%,-6.0%,4.8%,4.0%
Nc1ccn([C@@H]2O[C@H](CO)[C@@H](O)[C@H]2O)c(=O)n1,nt,8.9%,nt,8.2%,5.2%,nt,2.6%,7.9%
O=C1/C(=C\c2cccs2)N=C(c2cccs2)N1Nc1ccccc1,-8.6%,111.1%[activator],-5.6%,-7.3%,14.1µM*,-14.7%,-0.7%,-3.0%
CC(C)C(=O)Nc1nnc(SCC(=O)NCc2ccc3c(c2)OCO3)s1,-9.4%,-8.2%,12.3%,6.2%,4.3%,-3.4%,-17.7%,1.7%
CCCCN(C)c1c(N2CCC(C(=O)OCC)CC2)c(=O)c1=O,nt,0.5%,nt,3.0%,nt,2.6%,-11.7%,-26.7%

# An excerpt from above in order of SMILES length, lowest first:
SMILES,GAA inh,RGS12 GoLoco inh,SMN2 splice up,aGlu spleen mod,ALDH1A1 block,GAA glycogen mod,GLA spleen mod,JMJD2E inh
CCCC(O)C(CC)CO (configuration not stated),nt,4.0%,8.9%,10.1%,0.3%,nt,9.5%,nt
O=c1cc(N2CCNCC2)oc2c(-c3ccccc3)cccc12,nt,11.0%,nt,4.8%,-10.1%,nt,2.5%,nt
O=C1/C(=C\c2cccs2)N=C(c2cccs2)N1Nc1ccccc1,-8.6%,111.1%[activator],-5.6%,-7.3%,14.1µM*,-14.7%,-0.7%,-3.0%
